D1 PAM = human D1 dopamine receptor positive modulation | P21728 | HEK293 TREx D1 cells, calcium flux, dopamine EC20 potentiation | potentiation, % at 10 µM | actives 0.036% (n = 360,000) | AID 504651; in the data active = potentiation above about 30%; also: 0% is about no effect
Target sequence (P21728 whole entry, looked up): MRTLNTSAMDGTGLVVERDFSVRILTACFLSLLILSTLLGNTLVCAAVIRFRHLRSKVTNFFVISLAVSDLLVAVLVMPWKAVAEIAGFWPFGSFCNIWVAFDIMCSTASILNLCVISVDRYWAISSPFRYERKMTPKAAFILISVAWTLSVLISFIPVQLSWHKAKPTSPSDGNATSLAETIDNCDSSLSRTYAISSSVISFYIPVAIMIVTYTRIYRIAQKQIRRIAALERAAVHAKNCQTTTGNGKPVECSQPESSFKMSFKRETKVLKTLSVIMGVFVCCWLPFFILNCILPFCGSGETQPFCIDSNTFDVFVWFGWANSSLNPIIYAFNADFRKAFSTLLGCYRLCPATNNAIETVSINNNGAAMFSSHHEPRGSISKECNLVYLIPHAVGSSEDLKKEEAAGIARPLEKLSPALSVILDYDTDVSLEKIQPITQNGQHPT
D1 antagonist = antagonists of human D1 dopamine receptor; HEK293 TREx D1 cells, calcium flux, dopamine EC80; stronger effect = lower value; activity change, negative = inhibition, % at 10 µM; actives 3.2% (n = 360,000); AID 504652; in the data active = activity change below about -30%; also: % is scaled to controls: 0 for no effect and ±100 for the full control effect
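Kinetic fluorescence of a calcium dye serves as the read-out. D1-expressing Hek293 Trex cells, induced overnight at 30 C, are exposed to compound for 180 s before an EC80 dopamine addition, then read 180 s further.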
TRHR PAM = allosterically enhances the human TRH receptor; TRHR cells, fluo-8 calcium fluorescence, EC20 TRH enhancement; actives 0.66% (n = 360,000); enhancement, % at 2 µM; P34981; AID 493056; in the data active = enhancement above about 30%; also: 0% is about no effect
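TRHR-expressing cells loaded with fluo-8 calcium dye were read kinetically (ex 480/em 530) during compound addition, then stimulated with an EC20 of TRH (10 nM final). Enhancement of the Gq-mediated intracellular calcium response was scored.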
D1 ag = activates the human D1 dopamine receptor; HEK293 T-REx D1 cells, calcium flux, agonist mode; activation, % at 2 µM; actives 1% (n = 360,000); also: 0% is about no effect
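Agonism was scored from calcium flux recorded over 180 s (1 read/s) after pintool compound addition, following a 10-cycle baseline. Cells were inducible force-coupled HEK293 TREx D1, plated overnight at 30 C and loaded with no-wash calcium dye.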
RXFP1 antag = RXFP1 (human) relaxin receptor antagonism; activity change, negative = inhibition, % at 57.5 µM; actives 0.59% (n = 350,000); HEK293-RXFP1, relaxin-stimulated cAMP HTRF, 30 min; stronger effect = lower value; Q9HBX9;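 active = activity change of -60% or lower, but not beyond a set lower limit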; also: % is scaled to controls: 0 for no effect and ±100 for the full control effect
D2 agonist = activates the human D2 dopamine receptor. HEK293 T-REx D2 cells, calcium flux agonist mode. activation, % at 2 µM. actives 0.53% (n = 340,000);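 active = activation over 3 SD above normal in the single-dose calcium agonist read, cut at about 30% in these data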; also: 0% is about no effect
Target sequence (P14416 whole entry, looked up): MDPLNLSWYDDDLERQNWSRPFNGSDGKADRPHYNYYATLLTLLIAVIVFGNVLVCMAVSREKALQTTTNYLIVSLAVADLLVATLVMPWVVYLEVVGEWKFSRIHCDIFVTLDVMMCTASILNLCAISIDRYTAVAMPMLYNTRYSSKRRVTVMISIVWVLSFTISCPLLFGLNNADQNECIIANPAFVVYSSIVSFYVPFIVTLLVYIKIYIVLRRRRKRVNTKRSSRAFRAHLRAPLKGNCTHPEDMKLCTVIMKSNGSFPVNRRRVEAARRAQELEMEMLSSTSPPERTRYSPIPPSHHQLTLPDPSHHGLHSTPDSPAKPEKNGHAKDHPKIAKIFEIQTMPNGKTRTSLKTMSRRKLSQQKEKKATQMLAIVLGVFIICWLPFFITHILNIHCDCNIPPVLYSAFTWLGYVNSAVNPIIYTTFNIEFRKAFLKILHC
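Tetracycline-induced HEK293 Trex cells with D2 receptor force-coupled to calcium signaling, plated overnight at 30 C and loaded with no-wash calcium dye. Calcium flux read kinetically for 180 s after compound addition; responses flag agonists.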
TRHR ag = agonists of human TRH receptor. P34981. actives 0.18% (n = 360,000). TRHR cells, calcium flux fluo-8, FDSS agonist mode. activation, % at 2 µM; also: 0% is about no effect
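Agonist-mode FDSS calcium read (Ex 480/Em 530, 1 s cycles) in 1536-well TRHR cells with fluo-8 dye, after 10-cycle baseline and 23 nL compound addition; TRH at EC20 (10 nM final) added afterwards for the enhancer phase.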
D2 potentiator = D2 dopamine receptor (human) potentiation; AID 485347; potentiation, % at 10 µM; HEK293 T-REx D2, calcium flux, EC20 dopamine potentiation; actives 0.34% (n = 340,000);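 active = potentiation over 3 SD above the plate norm, cut at about 30% in these data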; also: 0% is about no effect
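Cells plated with tetracycline inducer and held overnight at 30 C; calcium dye loaded 30–90 min at room temperature; baseline taken, compound added and read 180 s; EC20 dopamine then added and read 180 s.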
D2 antag = antagonizes the human D2 dopamine receptor; HEK293 TREx D2 cells, calcium flux, dopamine EC80; inhibition, % at 10 µM; actives 2% (n = 340,000); AID 485344; in the data active = inhibition above about 30%; also: 0% is about no effect
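Cells plated overnight at 30 C with tetracycline; no-wash calcium dye, 30–90 min RT; 10 s baseline; compound pinned; 180 s read; EC80 dopamine added; another 180 s read.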
Starred values were filed as active, the others as inactive. Rule as the data show it, unless noted: active = activation above about 30%; inactive = the rest.

How did CN(CCCCOc1ccc(F)cc1)Cc1ccccc1 do in these assays?
D1 PAM: -7; D1 antagonist: 2; TRHR PAM: -1; D1 ag: 3; RXFP1 antag: -7; D2 agonist: -0.7; TRHR ag: -0.5; D2 potentiator: -25; D2 antag: 33*

How did O=C1CC2(CCN(C(=O)c3ccccc3[N+](=O)[O-])CC2)Oc2ccccc21 do in these assays?
D1 PAM: -5; D1 antagonist: -23; TRHR PAM: 1; D1 ag: -1; RXFP1 antag: -8; D2 agonist: 0.9; TRHR ag: 0.5; D2 potentiator: -6; D2 antag: -15

Results for COc1ccc(OCC(=O)Nc2ccc(N3CCN(C(=O)c4ccccc4)CC3)c(Cl)c2)cc1 ?
D1 PAM: -2; D1 antagonist: -12; TRHR PAM: -1; D1 ag: 15; RXFP1 antag: -15; D2 agonist: 0.9; TRHR ag: 0.6; D2 potentiator: 1; D2 antag: -18

How did N/C(=N\OC(=O)Cc1cccc2ccccc12)c1ccccn1 do in these assays?
D1 PAM: 1; D1 antagonist: 15; TRHR PAM: 20; D1 ag: 2; RXFP1 antag: -16; D2 agonist: 0.5; TRHR ag: -1.0; D2 potentiator: 7; D2 antag: 20

Results for Cc1cccc(OCC(=O)Nc2cc(S(=O)(=O)N3CCOCC3)ccc2N2CCCC2)c1C ?
D1 PAM: -1; D1 antagonist: 1; TRHR PAM: -4; D1 ag: 6; RXFP1 antag: -7; D2 agonist: -0.1; TRHR ag: -0.8; D2 potentiator: -5; D2 antag: 11

Results for O=C(/C=C/c1ccc(F)cc1)NNC(=O)CCN1CCN(Cc2ccccc2)CC1 ?
D1 PAM: -4; D1 antagonist: -16; TRHR PAM: -6; D1 ag: 0; RXFP1 antag: 9; D2 agonist: -0.1; TRHR ag: -0.4; D2 potentiator: -18; D2 antag: -5

Results for CCCCCC(=O)OC(CN1CCCCC1)CN1CCCC1=O (stereo not drawn) ?
D1 PAM: -3; D1 antagonist: 0; TRHR PAM: 6; D1 ag: 3; RXFP1 antag: -1; D2 agonist: -1.1; TRHR ag: 0.6; D2 potentiator: -2; D2 antag: 6

How did CCN(CC)S(=O)(=O)c1ccc(C)c(N=C=S)c1 do in these assays?
D1 PAM: -4; D1 antagonist: 9; TRHR PAM: -1; D1 ag: 2; RXFP1 antag: -10; D2 agonist: -0.1; TRHR ag: -1.1; D2 potentiator: 1; D2 antag: 12

Results for CCN(C(=O)COC(=O)CCOc1ccccc1)c1c(N)n(Cc2ccccc2)c(=O)[nH]c1=O ?
D1 PAM: -3; D1 antagonist: -3; TRHR PAM: -3; D1 ag: 2; RXFP1 antag: -1; D2 agonist: 0.4; TRHR ag: 1.5; D2 potentiator: -4; D2 antag: 8

How did CCOc1cc(C(=O)NCc2ccc(C)cc2)ccc1OCC(=O)N1CCOCC1 do in these assays?
D1 PAM: -6; D1 antagonist: -22; TRHR PAM: -6; D1 ag: 1; RXFP1 antag: 2; D2 agonist: 2.7; TRHR ag: -1.0; D2 potentiator: -2; D2 antag: 6

Filtered by structure: the entries above with sulfur
Results for Cc1cccc(OCC(=O)Nc2cc(S(=O)(=O)N3CCOCC3)ccc2N2CCCC2)c1C ?
D1 PAM: -1; D1 antagonist: 1; TRHR PAM: -4; D1 ag: 6; RXFP1 antag: -7; D2 agonist: -0.1; TRHR ag: -0.8; D2 potentiator: -5; D2 antag: 11

How did CCN(CC)S(=O)(=O)c1ccc(C)c(N=C=S)c1 do in these assays?
D1 PAM: -4; D1 antagonist: 9; TRHR PAM: -1; D1 ag: 2; RXFP1 antag: -10; D2 agonist: -0.1; TRHR ag: -1.1; D2 potentiator: 1; D2 antag: 12

Further records follow:
How did CCCCCCCCNC(CO)(CO)CO do in these assays?
D1 PAM: -3; D1 antagonist: 8; TRHR PAM: 2; D1 ag: 4; RXFP1 antag: -20; D2 agonist: 0.6; TRHR ag: 0.4; D2 potentiator: -11; D2 antag: -7

How did CC(=O)c1ccc(N(C(=O)CNC(=O)c2ccco2)C(C(=O)NCC2CCCO2)c2ccccc2)cc1 (stereo not drawn) do in these assays?
D1 PAM: 4; D1 antagonist: 5; TRHR PAM: -3; D1 ag: 5; RXFP1 antag: -3; D2 agonist: -0.5; TRHR ag: 0.2; D2 potentiator: 0; D2 antag: -1

What do the screens show for `Cc1ccccc1N1CCN(CCCOc2ccc3c(C)cc(=O)oc3c2)CC1`?
D1 PAM: -3; D1 antagonist: 10; TRHR PAM: -7; D1 ag: 8; RXFP1 antag: -2; D2 agonist: 80*; TRHR ag: 0.5; D2 potentiator: -30; D2 antag: 109*

How did CC1=C(c2ccc(F)cc2)[N+](=O)C(C)(C)N1[O-] do in these assays?
D1 PAM: 0; D1 antagonist: -1; TRHR PAM: -8; D1 ag: 1; RXFP1 antag: -13; D2 agonist: 0.3; TRHR ag: 0.2; D2 potentiator: 20; D2 antag: 1

How did O=C(COC(=O)c1ccccc1-n1cnnn1)c1ccccc1 do in these assays?
D1 PAM: 2; D1 antagonist: 1; TRHR PAM: 5; D1 ag: 3; RXFP1 antag: 7; D2 agonist: -1.4; TRHR ag: -1.4; D2 potentiator: 12; D2 antag: -13

Results for Fc1ccc(Nc2ncnc3sc4c(c23)CCC4)cc1F ?
D1 PAM: -4; D1 antagonist: 15; TRHR PAM: -5; D1 ag: 0; RXFP1 antag: -2; D2 agonist: -0.6; TRHR ag: 0.0; D2 potentiator: 10; D2 antag: -2

How did CCCCc1cc(=O)oc2cc(C)cc(OCC(=O)N3C[C@H]4C[C@@H](C3)c3cccc(=O)n3C4)c12 do in these assays?
D1 PAM: -7; D1 antagonist: -1; TRHR PAM: -1; D1 ag: 1; D2 agonist: -0.1; TRHR ag: -0.6; D2 potentiator: 22; D2 antag: -16

How did CC(=O)N1CC2(C)CN(C(C)=O)CC(C)(C1)C2 do in these assays?
D1 PAM: -1; D1 antagonist: 27; TRHR PAM: 6; D1 ag: 3; RXFP1 antag: -3; TRHR ag: 0.5

What do the screens show for `Cc1ccc(N=C2CSC(=O)N2)cc1`?
D1 PAM: -1; D1 antagonist: -8; TRHR PAM: 1; D1 ag: 1; RXFP1 antag: -5; D2 agonist: -2.4; TRHR ag: -0.1; D2 potentiator: 3; D2 antag: 0

What do the screens show for `CCOC(=O)C1CCCN(C(=O)C(CCSC)NC(=O)COc2ccccc2)C1` (stereo not drawn)?
D1 PAM: 4; D1 antagonist: 13; TRHR PAM: 3; D1 ag: 0; RXFP1 antag: 2; D2 agonist: -0.9; TRHR ag: -0.1; D2 potentiator: -10; D2 antag: -14

What do the screens show for `COc1ccc([C@@H]2CC(=O)c3c(O)cc(O[C@@H]4O[C@H](CO[C@@H]5O[C@@H](C)[C@H](O)[C@@H](O)[C@H]5O)[C@@H](O)[C@H](O)[C@H]4O)cc3O2)cc1O`?
D1 PAM: -6; D1 antagonist: -14; TRHR PAM: 7; D1 ag: 2; TRHR ag: -0.7

How did C/C=C(\C)C(=O)N[C@@H](C)CN1C2=NC[C@H](C(C)C)N2C[C@H]1Cc1ccc(OC)cc1 do in these assays?
D1 PAM: -3; D1 antagonist: -5; TRHR PAM: 0; D1 ag: 2; D2 agonist: 0.5; TRHR ag: -0.2; D2 potentiator: 11; D2 antag: -11

How did COc1ccc(C(=O)NCCSCc2ccc(C)cc2)cc1 do in these assays?
D1 PAM: -8; D1 antagonist: -6; TRHR PAM: -5; D1 ag: 0; RXFP1 antag: -7; D2 agonist: 0.1; TRHR ag: 0.1; D2 potentiator: 1; D2 antag: 4

How did C=C(C)CN(CC)C(=O)COc1ccc(S(=O)(=O)Nc2ccc(OC)cc2)cc1 do in these assays?
D1 PAM: -7; D1 antagonist: -28; TRHR PAM: -19; D1 ag: 52*; RXFP1 antag: -10; D2 agonist: 3.5; TRHR ag: 4.2; D2 potentiator: 5; D2 antag: -11

What do the screens show for `COc1cccc(-c2nnn(CC(=O)NC3CCCC3)n2)c1OC`?
D1 PAM: 1; D1 antagonist: 9; TRHR PAM: 5; D1 ag: 2; RXFP1 antag: 6; TRHR ag: 0.1; D2 potentiator: 0

Results for CCOC(=O)Cn1c(=O)n(Cc2ccccc2)c(=O)c2cccnc21 ?
D1 PAM: -6; D1 antagonist: -1; TRHR PAM: -4; D1 ag: 1; RXFP1 antag: -1; D2 agonist: 0.1; TRHR ag: -0.5; D2 potentiator: 15; D2 antag: 13

How did COc1ccc(N2CCN(C(=O)CCC(=O)N3CC(C)Oc4ccccc43)CC2)cc1 (stereo not drawn) do in these assays?
D1 PAM: -2; D1 antagonist: 1; TRHR PAM: 6; D1 ag: 1; RXFP1 antag: -5; D2 agonist: -0.4; TRHR ag: -0.1; D2 potentiator: 12; D2 antag: 10

Results for Nc1[nH]c(N=NC(=O)c2ccccc2O)c2ccccc12 ?
D1 PAM: -5; D1 antagonist: 5; TRHR PAM: -6; D1 ag: 11; D2 agonist: 0.5; TRHR ag: 2.2; D2 potentiator: 2; D2 antag: 15

Results for C=CCOc1ccc(CN(C)CC(=O)N(CC(C)C)c2c(N)n(CC(C)C)c(=O)[nH]c2=O)cc1 ?
D1 PAM: -6; D1 antagonist: 2; TRHR PAM: 3; D1 ag: 3; RXFP1 antag: 1; D2 agonist: 0.2; TRHR ag: -0.1; D2 potentiator: -3; D2 antag: -1

How did COc1ccc(C2CC(c3cccs3)=NN2C(=O)c2ccco2)cc1OC (stereo not drawn) do in these assays?
D1 PAM: -3; D1 antagonist: -14; TRHR PAM: 2; D1 ag: 5; RXFP1 antag: -25; D2 agonist: -0.4; TRHR ag: -0.4; D2 potentiator: 13; D2 antag: -26

What do the screens show for `O=C(Nc1cccc(-c2nc3cccnc3s2)c1)C1c2ccccc2Oc2ccccc21`?
D1 PAM: 1; D1 antagonist: 18; TRHR PAM: 26; D1 ag: -1; RXFP1 antag: 4; D2 agonist: 0.0; TRHR ag: 0.2; D2 potentiator: -5; D2 antag: 24

What do the screens show for `CN1CCc2ccccc2CC1=O`?
D1 PAM: -2; D1 antagonist: -1; TRHR PAM: 2; D1 ag: 2; RXFP1 antag: -4; D2 agonist: 7.9; TRHR ag: 0.0; D2 potentiator: 5; D2 antag: 9

What do the screens show for `COC(=O)c1cccc(COC(=O)c2ccc(CS(=O)(=O)c3ccc(C)cc3)cc2)c1`?
D1 PAM: -14; D1 antagonist: -5; TRHR PAM: 0; D1 ag: 19; RXFP1 antag: -1; D2 agonist: 2.1; TRHR ag: 2.0; D2 potentiator: 10; D2 antag: 15

How did COc1cc(NC(=O)CN2C(=O)CSc3ccc(S(=O)(=O)N4CCCC4)cc32)cc(OC)c1 do in these assays?
D1 PAM: -1; D1 antagonist: -8; TRHR PAM: 22; D1 ag: 4; RXFP1 antag: -13; D2 agonist: 0.4; TRHR ag: -1.0; D2 potentiator: -8; D2 antag: -13

Screens deposited in PubChem BioAssay by National Center for Advancing Translational Sciences (NCATS).
